Screens deposited in PubChem by Broad Institute.
FN deposition inh: fibronectin deposition inhibition; inhibition, % at 12.6 µM; AH1F fibroblasts, Alexa488-fibronectin deposition fluorescence, overnight; 350,000 compounds, 0.086% hits;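 active = mean inhibition across replicates of 30% or more, regardless of how many single replicates reach that level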;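 also: positive control wells lacked labelled fibronectin entirely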
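Material: AH1F fibroblast monolayer depositing Alexa488-labelled fibronectin into matrix / Amount: 10000 AH1F cells per well / Signal: fluorescence 485/525 nm / Medium: DMEM, 2% serum / Compound: single dose, pinned / Incubation: 1 h cell adhesion before compound, then overnight fibronectin incubation / Reagent: Alexa488-FN, 24 nM final / Read-out: inhibition of fibronectin deposition signal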
esBAF inh: blocks esBAF chromatin remodeling in mouse ES cells | reporter increase, % at 12.5 µM | 350,000 compounds, 2% hits | Bmi1-luciferase knock-in reporter, 24 h; 100% = twice the neutral-well signal; in the data active = activation above about 40%;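 also: 0% = median of the plate's neutral control wells and 100% = double that signal; a rise in the Bmi1 reporter signal indicates esBAF inhibition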
Numbers without * were called inactive.

SMILES | FN deposition inh | esBAF inh
CC(=O)Oc1ccccc1C1OCCN1C(C)=O (centres undefined) | -16 | -5
Clc1ccc(Cl)c(OCCN2CCOCC2)c1 | -4 | 5
Cc1cc(C)c2c(n1)nn1c(N3CCN(c4ccccc4)CC3)cc(C)nc21 | 1 | 3
CCOc1ccc(C(=O)Nc2c3c(nn2C(C)(C)C)CSC3)cc1OCC | 9 | 9
O=C(NC1CCCCC1)c1cccc(COCC(F)(F)F)c1 | -1 | 22
CCCNC(=O)c1ccc(Cl)c(Cl)c1 | 5 | -8
Cc1nc2ncnn2c(C)c1CCC(=O)NCc1ccc2c(c1)OCO2 | 0 | 5
COC(=O)CC(NS(=O)(=O)c1cccs1)c1cccc2ccccc12 (centres undefined) | -2 | 8
O=C(NCN1CCN(CCO)CC1)c1cnccn1 | 8 | -3
COCCNC(=O)c1cnn2c(C(F)(F)F)cc(-c3ccc4c(c3)OCO4)nc12 | -19 | -8
CC(=O)c1c(N(C)C)ccnc1C(F)(F)F | -9 | 2
Cc1ccc(-n2c(Cc3cccn3C)nnc2SCC(=O)Nc2nnc(C)s2)cc1 | 3 | 13
COc1ccc(NC(=O)CNS(=O)(=O)c2cccc3nonc23)c(OC)c1 | -5 | 8
COc1ccc2nc(Nc3nc(CSc4nnnn4-c4ccccc4)cc(=O)[nH]3)nc(C)c2c1 | 2 | -31
CCOC(=O)c1ccc(N2C(=O)c3n[nH]c(C)c3C2c2ccc(O)cc2)cc1 (centres undefined) | 11 | 1
O=C(COC(=O)Cn1[nH]c(=O)c2ccccc2c1=O)Nc1ccc2c(c1)OCO2 | -2 | -1
COC(=O)C1C2C=CC(C3CC23)C1C(=O)OCC(=O)c1ccc(OC)cc1 (centres undefined) | 0 | -1
CC(=O)NNC(=O)C(O)(c1ccccc1)c1ccccc1 | 2 | -2
CCCCCCNC(=O)c1cc(-c2ccco2)nc2ccccc12 | 3 | 3
N/C(CCN1CCOCC1)=N/O | 7 | 9
O=C(CCS(=O)(=O)Cc1ccccc1)NC1CCCCC1 | 12 | -5
O=C(COc1ccc(-c2ccccc2)cc1)N/N=C/c1ccccc1Br | -3 | -3
O=C(CCCCCCCC(=O)NCC1CCCO1)NCC1CCCO1 (centres undefined) | -8 | -3
O=C1c2ccccc2-c2nccnc21 | -10 | -5
CS(=O)(=O)N(CC(=O)Nc1cccc(Cl)c1Cl)c1ccccc1 | -12 | -1
O=C1CN(C(=O)c2cnccn2)c2ccccc2N1 | -1 | -6
NS(=O)(=O)c1ccc(NC(=O)CN2CCCCC2)cc1 | -13 | 3
CN(C)CCNC(=O)c1ccc(COc2ccc(Cl)cc2Cl)cc1 | 8 | -6
Cc1ccc(S(=O)(=O)N2CCOCC2)cc1C(=O)N1CCOCC1 | -2 | 7
O=C(Cn1c(=O)oc2ccccc21)Nc1ccc2c(c1)OCCO2 | 2 | 12
O=C1CCCCC1Sc1nnc(Cc2cccs2)n1CCc1ccccc1 (centres undefined) | -1 | -2
CCCCC(=O)NCCNc1nc2c(c(=O)n(C)c(=O)n2C)n1Cc1ccccc1 | 0 | 8
O=C(COC(=O)CCC(=O)Nc1nccs1)NCc1ccco1 | -6 | -10
COc1ccc(C2c3c(-c4cc(Cl)c(C)cc4O)n[nH]c3C(=O)N2Cc2cccnc2)cc1OC (centres undefined) | 8 | -3
c1ccc2c(c1)ncn2Cc1nnc2sc(-c3ccncc3)nn12 | -26 | -4
CCOC(=O)c1nnn(-c2nc(OC)nc(N3CCCC3)n2)c1-c1ccccc1 | 6 | 2
Cc1cc(=O)[nH]c(SCc2cccc(F)c2)n1 | -7 | -5
COc1cc(/C=N/NC(=O)CSc2cc(C)c(Br)cc2C)ccc1O | 7 | -5
O=C1CCc2cc(S(=O)(=O)NCCC(=O)N3CCN(c4cccc(Cl)c4)CC3)ccc2N1 | -2 | 11
Cc1cc2cc(CN(Cc3ccc4c(c3)OCO4)C(=O)c3cnccn3)c3nnnn3c2cc1C | -11 | 6

An excerpt from above in order of length of the SMILES, descending.
SMILES | FN deposition inh | esBAF inh
COc1ccc(C2c3c(-c4cc(Cl)c(C)cc4O)n[nH]c3C(=O)N2Cc2cccnc2)cc1OC (centres undefined) | 8 | -3
O=C1CCc2cc(S(=O)(=O)NCCC(=O)N3CCN(c4cccc(Cl)c4)CC3)ccc2N1 | -2 | 11
O=C(COC(=O)CCC(=O)Nc1nccs1)NCc1ccco1 | -6 | -10
Cc1cc(=O)[nH]c(SCc2cccc(F)c2)n1 | -7 | -5

5 consecutive entries out of the list so far:
SMILES | FN deposition inh | esBAF inh
CCOC(=O)c1nnn(-c2nc(OC)nc(N3CCCC3)n2)c1-c1ccccc1 | 6 | 2
Cc1cc(=O)[nH]c(SCc2cccc(F)c2)n1 | -7 | -5
COc1cc(/C=N/NC(=O)CSc2cc(C)c(Br)cc2C)ccc1O | 7 | -5
O=C1CCc2cc(S(=O)(=O)NCCC(=O)N3CCN(c4cccc(Cl)c4)CC3)ccc2N1 | -2 | 11
Cc1cc2cc(CN(Cc3ccc4c(c3)OCO4)C(=O)c3cnccn3)c3nnnn3c2cc1C | -11 | 6

Structural class, the entries above containing bromine.
SMILES | FN deposition inh | esBAF inh
O=C(COc1ccc(-c2ccccc2)cc1)N/N=C/c1ccccc1Br | -3 | -3
COc1cc(/C=N/NC(=O)CSc2cc(C)c(Br)cc2C)ccc1O | 7 | -5

Following part:
SMILES | FN deposition inh | esBAF inh
COc1cc(C2C(C#N)=C(N)OC3=C2C(=O)CCC3)c([N+](=O)[O-])cc1OC (centres undefined) | 3 | -11
O=C(Nc1ccccc1-c1nnn(CC(=O)N2CCCc3ccccc32)n1)c1ccc(Cl)cc1 | -7 | -18
Cc1ccc(NCc2nnc(SCC(=O)NCc3ccco3)n2CC2CCCO2)cc1Cl (centres undefined) | -24 | 2
O=C(CCS(=O)(=O)c1cccc2nsnc12)NCc1ccccc1 | -4 | 8
CCc1ccc(NC(=O)Cc2cn(C)c3ccccc23)cc1 | -1 | -15
CC(C)Cn1cc(C(=O)NCCCOC(C)C)c2c3ccccc3n(C)c2c1=O | -14 | 11
O=C(c1ccco1)N1CCN(C(=O)C(c2ccccc2)c2ccccc2)CC1 | -21 | 1
COc1ccc(Nc2cccccc2=O)cc1 | 2 | 33
CSc1ncccc1C(=O)OCC(=O)NC(=O)NCCC(C)C | -2 | 6
CCc1c(C(=O)Nc2cc(C)cc(C)c2)[nH]c(C)c1C(C)=O | -2 | -4
COc1cccc(-c2csc3nc[nH]c(=O)c23)c1 | -4 | 2
Cc1ccccc1OCC(=O)NNC(=S)NC(=O)c1ccco1 | -4 | -2
C=CCN=C1SCC(=O)N1S(=O)(=O)c1ccc(C)cc1 | -1 | 5
COc1ccc(N2C(=O)CCC(C(=O)Nc3ccccn3)C2c2ccc(OC)c(OC)c2)cc1 (centres undefined) | -8 | 2
NC(=O)c1ccsc1NC(=O)COC(=O)c1ccccc1NCc1ccco1 | -1 | 31
CCOC(=O)COc1c(C=O)cc(Br)cc1OC | -2 | 11
COc1cccc(OC)c1C(=O)NNC(=O)c1cccc(COc2ccc3c(c2)CCC3)c1 | -6 | -19
O=C(CCc1ccccc1)NC1CCSC1=O (centres undefined) | -2 | -12
CN1C(=O)OC2(C)CCc3ccccc3C12C (centres undefined) | -11 | -8
O=C(NC1CCS(=O)(=O)C1)c1ccccc1C(=O)c1ccccc1 (centres undefined) | -6 | -1
COc1ccccc1CN1C(=S)SC(C)(C)C1NO (centres undefined) | -9 | -3
CCCCC(CC)C(=O)NCc1ccccc1OC (centres undefined) | 11 | 6
CN1CCN(CC(=O)N(Cc2c(C#N)c3ccccc3n2C)c2ccccc2)CC1 | 10 | 1
CCN(C(=O)CSc1ccc2c(c1)OCCO2)C1CCS(=O)(=O)C1 (centres undefined) | -1 | -20
CCOC(=O)N1CCN(Cc2nc3c(c(=O)n(C)c(=O)n3C)n2Cc2cccc(C)c2)CC1 | 3 | 7
COc1ccc(S(=O)(=O)N2CCN(C(=O)[C@@H]3CCC(=O)N3C3OC(=O)c4ccccc43)CC2)cc1 (some centres undefined) | 0 | -10
COc1ccc(C2(O)CCN(C(=O)Cc3cccnc3)CC2)cc1 | 0 | 5
CCOc1cc(/C=C2/NC(=O)N(CC(=O)Nc3cccc(C)c3)C2=O)ccc1O | -2 | -7
O=C(Nc1cnn(Cc2ccc(Cl)c(Cl)c2)c1)C12CC3CC(CC(C3)C1)C2 | 6 | -5
CCn1c2ccccc2c2cc(N=C3SC(CC(=O)Nc4ccccc4)C(=O)N3C)ccc21 (centres undefined) | 0 | -4
Cc1ccc(Oc2ncc(CN3CC(C)OC(C)C3)s2)cc1 (centres undefined) | -4 | 2
Cc1csc(SC(C)C(=O)Nc2ccc(S(=O)(=O)N3CCCC3)cc2)n1 (centres undefined) | -4 | 8
Cc1cc(C(=O)N2CCN(S(C)(=O)=O)CC2)sc1-c1ccccc1 | 3 | -11
COc1ccc(C2C(C(=O)NCc3cccnc3)c3cc(OC)c(OC)cc3C(=O)N2C)cc1 (centres undefined) | -1 | -7
Cc1cccc(N2C(=O)CC(N(O)c3ccccc3)C2=O)c1 (centres undefined) | 0 | 61*
CCOc1ccccc1NC(=O)N1CCC(C(=O)c2ccc(F)cc2)CC1 | -6 | 3
O=S(=O)(c1ccccc1)N1CCC(N2CCCCCC2)CC1 | -8 | 9
COCCn1c(C)cc(C(=O)COC(=O)c2cc3c(s2)CCC3)c1C | -5 | 11
Cc1nc2sccc2c(=O)n1-c1cccc(Cl)c1 | 2 | 2
COc1ccc(OC)c(-n2c(CN3CCC(C(N)=O)CC3)nc3ccccc3c2=O)c1 | 11 | -8
CCOC(=O)C1CCN(Cc2nc3ccc(Cl)cc3n2CCO)CC1 | 1 | 4
O=C(CSc1oc(-c2ccccc2)nc1S(=O)(=O)c1ccc(F)cc1)NCC1CCCO1 (centres undefined) | -1 | 12
Cn1c2c(c(=O)n(C)c1=O)C(c1ccc(Br)cc1)Nc1ccccc1O2 (centres undefined) | -8 | 1
O=C(Oc1cccc(N2C(=O)CCC2=O)c1)c1ccccc1 | 0 | -6
S=C1NCCOCCOCCOCCOCCNC(=S)NCCOCCOCCOCCOCCN1 | 1 | -4
Cc1ccc(-n2nc(C(=O)NCc3ccc(C)o3)c3c4ccccc4n(C)c3c2=O)cc1 | -8 | 6
CN(C)c1cc[n+](Cc2c(Cl)cccc2Cl)cc1 | 2 | -32
O=C(c1cccn(Cc2ccc(Cl)c(Cl)c2)c1=O)N1CCOCC1 | 7 | -5
COc1cccc(C(=O)Nc2ccc(NC(=O)C(C)(C)C)cn2)c1 | 7 | -57
CCn1cnc2scc(-c3ccccc3)c2c1=O | 4 | 9

Remaining list, next part.
SMILES | FN deposition inh | esBAF inh
Cc1ccc(N(CC(=O)N2CCc3ccccc32)C2=NC(=O)CS2)cc1 | -11 | -4
Cc1cc(Cl)ccc1NC(=S)Nc1cccnc1 | -5 | 9
CCC(=O)Nc1cc(C(C)C)c(O)cc1C | 12 | 7
CCCCCCN1N=C(C)C(C(=O)c2ccc(Cl)cc2)C1=O (centres undefined) | -5 | -9
COC(=O)c1[nH]c(C)c(/C(O)=C2\C(=O)C(=O)N(CCN3CCOCC3)C2c2cccnc2)c1C (centres undefined) | 7 | -12
CCc1cc(=O)oc2c(C)c(O)c(CN(C)C)cc12 | 8 | 3
CC1(C)Cc2cccc(OCC(=O)N3CCN(S(=O)(=O)c4ccc(F)cc4)CC3)c2O1 | -6 | 1
COC(=O)C1=CN(CCCN2CCCC2=O)C=C(C(=O)OC)C1c1cccs1 | 2 | -12
CCCn1c(SCC(=O)Nc2ccc(OCC)cc2)nnc1C(C)C | 1 | -6

These rows are one share of the data; rates above refer to the full screens.
